D1 PAM: enhances dopamine response at the human D1 receptor; P21728; HEK293 TREx D1 cells, calcium flux, dopamine EC20 potentiation; potentiation, % at 10 µM; 0.036% of 360,000 active; AID 504651; in the data active means potentiation above about 30%; further: 0% is about no effect
D1 agonist: activates the human D1 dopamine receptor. P21728. HEK293 T-REx D1 cells, calcium flux, agonist mode. activation, % at 2 µM. 1% of 360,000 active. AID 504660; in the data active means activation above about 30%; further: 0% is about no effect
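Tetracycline-induced HEK293 TREx D1 cells, force-coupled to calcium signalling, were dye-loaded with a no-wash calcium kit. Compound was pin-added after a 10 s baseline. Fluorescence was read kinetically at 1 cycle/s for 180 s, with calcium rises flagged as agonism.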
Apoferritin bind: candidate novel general anesthetic via apoferritin binding; P02791; 0.074% of 350,000 active; AID 485281; Potency, µM (highest dose often 77.5 µM), for inactives: at the top dose activity change, negative = displacement, actives largely listed as inhibitors; apoferritin/1-aminoanthracene competitive binding, fluorescence; further: potency means the concentration at half of the fitted maximal effect; on the % scale 0 is the no-effect control and ±100 the full control effect; nearly all actives have a fitted effect of over 20% in size
Target sequence (P02791 2-175 limits assumed): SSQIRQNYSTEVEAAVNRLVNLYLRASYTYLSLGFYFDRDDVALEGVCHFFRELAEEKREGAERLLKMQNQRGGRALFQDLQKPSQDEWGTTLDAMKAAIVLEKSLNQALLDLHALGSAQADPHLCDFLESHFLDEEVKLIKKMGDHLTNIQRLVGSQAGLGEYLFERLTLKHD
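Horse-spleen apoferritin (10 uM) in 50% saturated 1-aminoanthracene in PBS was incubated 10 min at room temperature with compound. Fluorescence (ex 380, em 535 nm) was normalized to free and bound 1-AMA, with concentration-response fitted by a four-parameter Hill equation.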
RXFP1 ag: activates the human relaxin receptor RXFP1; Q9HBX9; HEK293T-RXFP1 cAMP TR-FRET, 30 min; response scale: percent of porcine relaxin response, buffer zero; Potency, µM (highest dose often 57.5 µM), for the others: at the top dose activation, hits mostly activators; 0.3% of 370,000 active; AID 2676; further: potency means the concentration at half of the fitted maximal effect; on the % scale 0 is the no-effect control and ±100 the full control effect; nearly all actives have a fitted effect of over 60% in size; many of its hits are not listed in these tables
Target sequence (Q9HBX9 whole entry, looked up): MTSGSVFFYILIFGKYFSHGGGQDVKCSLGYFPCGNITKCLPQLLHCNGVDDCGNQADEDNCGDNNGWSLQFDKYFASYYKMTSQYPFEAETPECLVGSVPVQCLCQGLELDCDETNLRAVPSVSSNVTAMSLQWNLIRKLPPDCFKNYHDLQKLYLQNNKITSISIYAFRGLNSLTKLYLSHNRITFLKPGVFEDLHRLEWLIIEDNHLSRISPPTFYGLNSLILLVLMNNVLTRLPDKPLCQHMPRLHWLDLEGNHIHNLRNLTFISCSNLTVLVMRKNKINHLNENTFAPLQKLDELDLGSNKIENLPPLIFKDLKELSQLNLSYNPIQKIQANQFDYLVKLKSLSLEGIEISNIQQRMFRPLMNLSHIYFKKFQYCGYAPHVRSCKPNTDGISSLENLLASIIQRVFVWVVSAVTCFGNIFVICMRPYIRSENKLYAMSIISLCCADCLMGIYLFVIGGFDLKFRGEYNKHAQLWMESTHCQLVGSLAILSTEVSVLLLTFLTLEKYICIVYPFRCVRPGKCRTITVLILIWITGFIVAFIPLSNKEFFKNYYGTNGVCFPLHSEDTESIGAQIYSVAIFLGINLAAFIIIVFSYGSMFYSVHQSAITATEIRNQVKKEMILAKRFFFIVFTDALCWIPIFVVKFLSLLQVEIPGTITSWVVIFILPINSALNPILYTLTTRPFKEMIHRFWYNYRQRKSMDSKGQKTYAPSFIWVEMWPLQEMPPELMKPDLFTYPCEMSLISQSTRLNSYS
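cAMP rise read by TR-FRET after 30 min, 37C compound exposure (up to 58 uM) in RXFP1-transfected HEK293 cells with Ro 20174 present. EC50 from Hill-equation fits, with 29 nM porcine relaxin as 100% and buffer as basal.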
TRHR PAM: allosterically enhances the human TRH receptor; P34981; 0.66% of 360,000 active; AID 493056; enhancement, % at 2 µM; TRHR cells, fluo-8 calcium fluorescence, EC20 TRH enhancement; in the data active means enhancement above about 30%; further: 0% is about no effect
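Enhancer read-out: after compound pinning and an initial kinetic agonist-mode read, an EC20 of TRH (10 nM final) was injected and fluo-8 calcium signal (Ex 480/Em 530) followed at 1 s/cycle for 100 cycles in TRHR-expressing cells.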
D2 PAM: D2 dopamine receptor (human) potentiation. P14416. HEK293 T-REx D2, calcium flux, EC20 dopamine potentiation. potentiation, % at 10 µM. 0.34% of 340,000 active. AID 485347;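 active means potentiation over 3 SD above the plate norm, cut at about 30% in these data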; further: 0% is about no effect
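Primary screen. Calcium kinetics in induced HEK293 T-REx D2 cells: compound pre-addition 180 s, EC20 dopamine, 180 s more.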
D1 antag: human D1 dopamine receptor antagonism; HEK293 TREx D1 cells, calcium flux, dopamine EC80; stronger effect = lower value; activity change, negative = inhibition, % at 10 µM; 3.2% of 360,000 active; P21728; in the data active means activity change below about -30%; further: on the % scale 0 is the no-effect control and ±100 the full control effect
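After overnight tetracycline induction at 30 C, force-coupled D1 HEK293 cells took up a no-wash calcium dye at room temperature. Compounds were added and monitored 180 s, and the response to EC80 dopamine was then recorded.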
RXFP1 antag: blocks the human relaxin receptor RXFP1; Q9HBX9; HEK293-RXFP1, relaxin-stimulated cAMP HTRF, 30 min; stronger effect = lower value; activity change, negative = inhibition, % at 57.5 µM; 0.59% of 350,000 active;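 active means activity change of -60% or lower, but not beyond a set lower limit; inconclusive means change between -60% and -40%, or beyond the set limit; inactive means change above -40%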; further: on the % scale 0 is the no-effect control and ±100 the full control effect
TRHR ag: activates the human TRH receptor. P34981. TRHR cells, calcium flux fluo-8, FDSS agonist mode. activation, % at 2 µM. 0.18% of 360,000 active. AID 493084; in the data active means activation above about 30%; further: 0% is about no effect
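TRHR-expressing cells, plated overnight in medium with 10% serum, were loaded with fluo-8 calcium dye at room temperature. After a 10 s baseline, library compound was pin-added and calcium release was recorded kinetically (ex 480/em 530) as agonist response.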
* hit, by the source's call; ? = inconclusive; · = no result given; & = joins results of further samples; [ ] = dose if it differs, or a comment. Unless noted, the call rests on the fitted dose curve; in most records, active means well fitted curve in the direction sought with a large enough effect; inconclusive means small, poorly fitted or top-dose-only effect, or another doubt; inactive means no such curve, though single readings can be large; an effect the other way counts as inactive or inconclusive. Not all compounds are listed; the hit share may differ from the screen's.

SMILES	D1 PAM	D1 agonist	Apoferritin bind	RXFP1 ag	TRHR PAM	D2 PAM	D1 antag	RXFP1 antag	TRHR ag
CCCCN1C(=O)c2ccc(C(=O)Nc3c(N)n(CCCC)c(=O)n(C)c3=O)cc2C1=O	-6	0	?	-0.7%	1	4	0	3	-1.7
COc1ccc(CC(=O)NCCc2sc(-c3ccc(Cl)cc3)nc2C)cc1OC	3	4	3%	-0.6%	-6	-5	-17	-9	0.0
COc1ccc(CNCC(O)(c2ccccc2)c2ccccc2)cc1	-5	7	-5%	-1.3%	7	4	-16	-19	-0.5
Cc1ccc2oc(C(=O)N3CCCCCC3)c(C)c2c1	-1	8	?	4.3%	2	·	7	-4	0.7
Cc1cccc(C)c1OCc1cc(=O)n2c3c(sc2n1)CCCC3	-2	0	-6%	3.9%	2	1	0	·	-1.1
CN(C)c1ccc(C(O)Cc2nc3ccccc3n2C)cc1 (stereo unspecified)	-2	6	-14%	0.3%	1	16	13	0	-0.3
COc1ccc(CN2CCC(=O)N(CCO)CC2)cc1OC	0	1	-11%	0.6%	12	8	2	·	-0.1
O=C(COC(=O)C1CCCO1)Nc1cccc(C(F)(F)F)c1 (stereo unspecified)	1	2	6%	-0.2%	-1	-5	2	6	-0.3
O=C(Nc1ccc(F)cc1)C1CCN(C(=O)c2ccc(F)cc2)CC1	-8	2	·	-1.2%	1	7	3	-3	0.0
Cc1nnc(SCC(=O)Nc2cc(S(=O)(=O)N3CCCC3)ccc2Cl)n1C1CC1	1	3	·	16%	2	-3	3	2	0.3
Cc1ccc(NC(=O)c2cccc(S(C)(=O)=O)c2)cc1	-10	3	-2%	1.4%	-5	2	-5	5	-0.5
COc1cc2nc(NC(=O)c3ccc(F)cc3Cl)sc(=O)c2cc1OC	8	3	-12%	0.4%	-13	0	7	2	1.2
CCC(CC)C(=O)Nc1nnc(S(=O)(=O)N2CCc3ccccc32)s1	0&-3	7&2	-11%&-13%	-2.5%&-0.5%	0&-1	-1&-4	3&2	-16	4.5&0.1
COc1ccc(C(C)(C)C)cc1NC(=O)CCNC(=O)c1ccco1	-6	3	-7%	-2.3%	-3	-6	6	-13	-2.0
O=c1c(Cl)c(N2CCOCC2)cnn1-c1ncc(C(F)(F)F)cc1Cl	2	2	-3%	-0.9%	-1	2	12	-2	1.4
COc1ccc(N(C(=O)c2cccnc2)S(=O)(=O)c2ccc3c(c2)n(C)c(=O)n3C)cc1	-3	1	-13%	1.1%	0	4	9	2	0.0
CCOC(=O)C1=C(COC(=O)/C=C/c2ccco2)NC(=O)NC1C (stereo unspecified)	-8	4	·	-0.2%	3	2	20	1	-0.4
CCCc1nnc(NC(=O)CCC(=O)NCc2ccccc2Cl)s1	-6	4	-6%	-1.7%	-14	-7	-1	-24	-0.6
Cc1ccc(S(=O)(=O)N(CCC#N)C2CCCCC2)c2nsnc12	-10	2	-2%	-0.6%	3	23	17	0	-2.8
COc1ccc(OC)c(C2=NS(=O)(=O)N(C)C(C(=O)NCc3ccco3)=C2)c1	-2	6	-4%	2.6%	-5	-2	-3	-5	-0.4
c1cnc2cc(-c3ccsc3)ncc2c1	1	-1	·	2.3%	1	5	·	·	-0.5
CC(C)n1cc(CN2CCN(CCc3ccccc3)C(CCO)C2)cn1 (stereo unspecified)	-4	1	-5%	4.4%	-4	-1	6	-10	0.4
CS(=O)(=O)c1ccccc1C(=O)N1CCN(Cc2ccccc2)CC1	-4	2	-8%	2.9%	-3	·	-1	9	1.2
CCCCn1nc(CC(=O)NCCN(CC)CC)c2ccccc2c1=O	-6	0	8%	1.0%	-3	-10	-14	3	0.7
Cc1ccc(C(=O)Nc2cccc(NC(=O)c3ccc(C)c([N+](=O)[O-])c3)n2)cc1[N+](=O)[O-]	-10	1	4%	-0.5%	-4	-2	-21	9	0.5
Cc1ccccc1NC1=NC(C)(C)N=C(N)N1	-4	3	-15%	3.4%	-1	-15	-5	10	0.9
Cc1ccc(Nc2nc(-c3sc(N)nc3C)cs2)cc1	2	16	?	2.7%	5	2	-4	-3	1.8
COCCSc1nc(N)c2c3c(sc2n1)CN(C)CC3	2	1	1%	16%	2	9	-11	-12	0.6
O=C(NCC1COc2ccccc2O1)c1ccc(NC(=O)C2CCCO2)cc1 (stereo unspecified)	0	3	-9%	0.8%	10	-2	-12	-2	-1.7
CCOc1ccc(NC(=O)N(C)CCc2c(C)nn(C)c2C)cc1	-1	-1	-4%	1.5%	-3	5	-4	·	0.2

Next part; it opens with the five that closed the last part.
SMILES	D1 PAM	D1 agonist	Apoferritin bind	RXFP1 ag	TRHR PAM	D2 PAM	D1 antag	RXFP1 antag	TRHR ag
Cc1ccccc1NC1=NC(C)(C)N=C(N)N1	-4	3	-15%	3.4%	-1	-15	-5	10	0.9
Cc1ccc(Nc2nc(-c3sc(N)nc3C)cs2)cc1	2	16	?	2.7%	5	2	-4	-3	1.8
COCCSc1nc(N)c2c3c(sc2n1)CN(C)CC3	2	1	1%	16%	2	9	-11	-12	0.6
O=C(NCC1COc2ccccc2O1)c1ccc(NC(=O)C2CCCO2)cc1 (stereo unspecified)	0	3	-9%	0.8%	10	-2	-12	-2	-1.7
CCOc1ccc(NC(=O)N(C)CCc2c(C)nn(C)c2C)cc1	-1	-1	-4%	1.5%	-3	5	-4	·	0.2
O=C(Nc1nnc(S(=O)(=O)N2CCc3ccccc32)s1)c1cccc(Cl)c1	-1	1	7%	-1.4%	-4	-7	-7	-7	-0.1
Cc1ccc2nc(-c3ccc(NC(=O)CN4C(=O)NC(C)(c5ccc(OC(F)F)cc5)C4=O)cc3)sc2c1 (stereo unspecified)	-1	12	-5%	2.6%	13	-5	-7	-8	2.3
CCn1c2ccccc2c2cc(C3C(C#N)=C(C)NC(C)=C3C#N)ccc21	-3	5	4%	1.4%	-1	-2	-9	4	0.5
COC(=O)c1cc(OCC(=O)NC2CCCc3ccccc32)cc(C(=O)OC)c1 (stereo unspecified)	-2	17	1%	1.8%	2	16	6	10	-0.1
O=C(O)CCn1c(C2CCCCC2)nc2ccccc21	1	0	-16%	-0.5%	4	-1	-2	9	0.6
COP(=O)(OC)c1nc(-c2ccc([N+](=O)[O-])cc2)oc1N1CCCCC1	-6	49*	-6%	6.1%	1	-2	-3	-6	12
c1ccc(-c2cn3c(n2)-c2ccccc2C3)cc1	-5	0	-12%	-0.9%	-1	-1	-3	·	-0.9
COc1ccc(Cl)cc1NC(=O)[C@@]1(CC(=O)O)CC(/C=C/c2ccccc2)=NO1	4	4	-10%	2.8%	-5	-3	-35*	6	0.9
CCOC(=O)c1oc2ccccc2c1NC(=O)CN1CCN(C)CC1	-2	3	-13%	1.9%	-1	2	5	-8	0.5
CCn1ncc(C2=NOC(C(=O)NCCc3ccccc3)C2)c1C (stereo unspecified)	0	2	-11%	-0.9%	-7	15	-1	-10	0.8
Cc1ccc(C)c(Cn2c(=O)cc(C(F)(F)F)c3c(C)nn(C)c32)c1	-6	4	4%	-0.4%	2	-4	11	-1	0.3
CCN1C(=O)/C(=C\c2ccncc2)SC1=Nc1ccc(C)c(C)c1	-2	0	-1%	0.0%	-2	21	6	·	-0.2
COc1ccccc1N1CCN(C(CNS(C)(=O)=O)c2cccnc2)CC1 (stereo unspecified)	-3	6	-15%	-1.4%	7	-6	-16	-2	0.7
COC(=O)c1nnn(CC(=O)NC(=O)Nc2cccc(Cl)c2C)c1C(=O)OC	-5	10	-19%	0.7%	-5	9	-3	-5	0.7
O=C(O)C(C/C(=N/O)c1ccc(Br)cc1)P(=O)(c1ccccc1)c1ccccc1 (stereo unspecified)	-1	3	0%	1.7%	3	-1	-5	2	0.7
Cc1ccccc1N1CCN(c2ncnc3c2cnn3Cc2ccc(Cl)cc2)CC1	-6	0	9%	0.4%	-4	·	27	3	1.9
CN(CCOc1ccccc1Cl)Cc1ccccc1	-9	0	?	0.0%	-10	-28	-1	-16	-0.5
COc1ccc(-c2nnc(SCc3nc4ccccc4s3)n2C(C)C)cc1	0	10	5%	1.3%	-13	-3	-5	-17	-0.4
CC1CCCCN1C(=O)CSc1nc(C2CC2)nc2c1cnn2-c1ccccc1 (stereo unspecified)	-7	2	3%	-0.5%	-4	·	1	23	0.6
COC(=O)CSc1nc2cc(Cl)ccc2c(=O)n1C1CCCC1	4	5	-19%	-0.7%	15	-1	15	-4	0.2
CCOc1cc(C2C3=C(CCCC3=O)NC3=C2C(=O)CCC3)ccc1OCCO	0	4	-3%	2.2%	4	-8	-2	3	0.7
CCOc1ccc(S(=O)(=O)N(CC)CC(=O)NCc2ccncc2)cc1	·	15	37%[activator]	1.2%	7	2	8	0	-1.8
CCCN1CCN(CCCNC(=O)C2CCN(c3nnc(-n4c(C)ccc4C)s3)CC2)CC1	-6	1	-2%	-0.1%	-2	10	15	4	-0.3
Cc1ccc(S(=O)(=O)Nc2nc(C)cc(N/N=C/c3ccc(O)cc3)n2)cc1	-4	2	7%	0.8%	0	11	-1	1	-0.9
O=C(CSc1nc(=O)n2cc(Cl)ccc2n1)NCCc1ccccc1	-3	4	·	9.7%	3	10	-15	-14	3.1
COc1ccc(S(=O)(=O)NCC(c2cccnc2)N2CCN(c3ccccc3OC)CC2)cc1C (stereo unspecified)	-1	0	-20%	-0.9%	-14	-12	6	-2	0.3
C1CCCN(c2nc3nonc3nc2N2CCCCCC2)CC1	-3	6	-13%	-1.1%	12	12	-11	-10	-0.3
O=C(Nc1nc2ccccc2[nH]1)c1ccc(Cl)c(S(=O)(=O)N2CCCC2)c1	-8	7	?	0.8%	20	-13	-2	-6	-0.6
Cc1cc(=O)oc2cc(OCC(=O)N3CC[C@@]4(O)CCCC[C@H]4C3)c(Cl)cc12	3	1	-8%	5.9%	4	15	4	·	0.7
CN(C)/C=C1/Oc2c(ccc3ccccc23)C1=O	1	2	-9%	-0.6%	-1	-1	1	8	0.0
Cc1cccc(OCC2=NS(=O)(=O)c3ccccc3N2)c1	-7	7	-20%	0.1%	17	-6	-13	-1	0.0
Cc1ccc(N/N=C2/CCCNC2=O)cc1	0	0	-16%	0.5%	10	-1	-18	4	1.0

Bioassay records as filed in PubChem BioAssay.
